Source: PubChem (several laboratories)
SUMO1 PPI mod: modulators of human SUMO1-mediated protein-protein interactions | SUMO1 binding to a labelled peptide, TR-FRET, 1 h | inhibition, % at 20 µM | actives 0.33% (n = 360,000); in the data active means inhibition above about 37%
CSN inh: blocks human CSN-mediated cullin deneddylation; Q92905; Purified CSN, SCF-Nedd8-OG deneddylation, fluorescence polarization; inhibition, % at 12.5 µM; actives 0.38% (n = 360,000); AID 651999;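 active means pattern-corrected inhibition above about 35%, with an unprinted fluorescence ratio check between 0.5 and 1.5, limit read from the data, passing the limit was not always enough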;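 further: 0% = enzyme with substrate and 100% = substrate without enzyme; some results filed as inactive read as strong as hits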
Target sequence (Q92905 whole entry, looked up, one chain of several): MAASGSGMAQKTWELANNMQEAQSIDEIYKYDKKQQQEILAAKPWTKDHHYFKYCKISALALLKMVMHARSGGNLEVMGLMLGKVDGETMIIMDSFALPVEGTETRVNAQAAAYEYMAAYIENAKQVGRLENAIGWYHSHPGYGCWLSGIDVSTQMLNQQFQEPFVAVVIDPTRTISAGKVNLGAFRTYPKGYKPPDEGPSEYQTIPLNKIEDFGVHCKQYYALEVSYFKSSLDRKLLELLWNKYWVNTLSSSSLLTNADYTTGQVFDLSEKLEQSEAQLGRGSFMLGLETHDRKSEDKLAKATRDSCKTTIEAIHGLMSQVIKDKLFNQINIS
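Material: human Csn5 produced in HEK293T cells; Input: enzyme 0.24 nM; Reagent: SCFSkp2-Nedd8OG substrate at 10 nM final; Dosing: 12.5 µM compound; Incubation: 90 min reaction at room temperature; Detection: fluorescence polarization of the substrate; Evaluation: % inhibition of substrate cleavage by Csn5; Control set: substrate-only high control, full reaction low control.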
Rin1 Abl inh: human Rin1-Abl interaction inhibition; P00519+Q13671; TR-FRET Rin1/Abl binding, biochemical; inhibition, % at 7.35 µM; actives 0.4% (n = 360,000); AID 588664; in the data active means inhibition above about 5%, passing the limit was not always enough
Rpn11 block: blocks the human proteasome subunit Rpn11; calls only at 20 µM; actives 0.59% (n = 360,000); human 26S proteasome, Ub4-pepOG fluorescence polarization; 20S core pre-blocked with epoxomicin; AID 588493;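 active means inhibition at 20 µM, scaled to each plate's controls, above about 33%, limit read from the data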
Target sequence (O00487 whole entry, looked up): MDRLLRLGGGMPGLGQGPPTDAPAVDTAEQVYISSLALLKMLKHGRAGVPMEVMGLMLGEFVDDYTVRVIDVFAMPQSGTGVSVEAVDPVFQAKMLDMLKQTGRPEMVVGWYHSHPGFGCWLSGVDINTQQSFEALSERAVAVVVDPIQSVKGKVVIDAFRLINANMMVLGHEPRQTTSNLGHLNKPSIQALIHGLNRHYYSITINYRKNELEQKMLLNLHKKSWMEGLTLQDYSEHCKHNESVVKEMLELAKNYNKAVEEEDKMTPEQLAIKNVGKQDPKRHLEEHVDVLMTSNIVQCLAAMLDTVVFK
Scp-1 inhibitor: Scp-1 (human) phosphatase inhibition. Recombinant Scp1, phosphopeptide, malachite green phosphate absorbance. inhibition, % at 20 µM. actives 0.88% (n = 340,000). AID 493091;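 active means inhibition above about 50% at 20 µM, limit read from the data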;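 further: plate controls were DMSO wells with enzyme for no effect and wells lacking enzyme for full effect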
Target sequence (Q9GZU7 76-261 limits assumed): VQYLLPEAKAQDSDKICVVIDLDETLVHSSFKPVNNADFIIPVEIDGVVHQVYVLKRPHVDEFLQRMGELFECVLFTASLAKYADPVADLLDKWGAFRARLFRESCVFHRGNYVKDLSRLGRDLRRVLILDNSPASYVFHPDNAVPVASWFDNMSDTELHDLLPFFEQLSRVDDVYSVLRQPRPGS
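Test system: SCP-1 phosphatase catalytic domain, residues 76-261 | Compound dosing: One concentration, 20 µM, with 1.0% DMSO | Schedule: 45 min room-temperature reaction, 5 min colour, 30 min stabiliser | Detection: Absorbance at 630 nm | Read-out basis: % inhibition of SCP-1 phosphate liberation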
LMPTP inh: LMPTP (human) inhibition. P24666. inhibition, % at 20 µM. recombinant LMPTP-A, OMFP fluorogenic substrate, fluorescence intensity. actives 0.22% (n = 360,000);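 active means compounds that cut the enzyme signal by at least half of the control window in the single-dose screen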;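 further: plate controls were DMSO wells with enzyme plus substrate for no effect and substrate without enzyme for full effect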
Target sequence (P24666 whole entry, looked up): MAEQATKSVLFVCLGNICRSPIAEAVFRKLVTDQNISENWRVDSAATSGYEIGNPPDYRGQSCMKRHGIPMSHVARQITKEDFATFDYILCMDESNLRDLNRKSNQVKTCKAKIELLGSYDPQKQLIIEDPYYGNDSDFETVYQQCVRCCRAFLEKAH
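test system = LMPTP-A | amount = 0.625 nM LMPTP-A final | reagent = fluorogenic phosphatase substrate OMFP at 400 µM final | incubation = 50 min at room temperature | benchmarks = no-enzyme low control, uninhibited high control | medium = Bis-Tris pH 6.0, DTT, detergent | signal = fluorescence intensity of OMFP turnover product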
Neddyl block: inhibitors of human cullin neddylation; AID 651699; actives 0.58% (n = 360,000); TR-FRET cullin neddylation, biochemical; P61081+Q13564; calls only at 25 µM; in the data active means inhibition above about 36%
STEP inh: STEP (human) phosphatase inhibition | P54829 | recombinant STEP, OMFP fluorogenic substrate, fluorescence | inhibition, % at 20 µM | actives 0.25% (n = 360,000) | AID 588621;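 active means inhibition at 20 µM, scaled per plate between control wells, above about 37%, limit read from the data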;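 further: 0% = DMSO with enzyme and substrate and 100% = substrate only without enzyme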
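System: isolated STEP enzyme; schedule: 20 min enzyme reaction at room temperature, protected from light; medium: Bis-Tris buffer pH 6.0, 2.5 mM DTT, 0.005% Tween 20; signal: fluorescence, 480/540 nm; dosing: single compound dose of 20 µM, 1% DMSO final; also added: OMFP substrate, 25 µM final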
NadD inh: inhibitors of Staphylococcus aureus NadD. inhibition, % at 20 µM. actives 0.78% (n = 360,000). purified NadD enzyme, colorimetric absorbance read-out; in the data active means inhibition above about 26%; further: some compounds past the cut are filed as inactive
DNMT1 inh: DNMT1 (human) enzyme inhibition | DNMT1 molecular beacon, Hinp1I cleavage, fluorescence | inhibition (reported as % activation of signal), % at 10 µM | actives 0.83% (n = 360,000) | AID 588458; in the data active means inhibition above about 50%
An asterisk follows results filed as active; i = inactive; · = no result given. A portion of the library; the hit share may differ from the screen's.

No.	canonical_smiles	NadD inh	Scp-1 inhibitor	SUMO1 PPI mod	Rin1 Abl inh	DNMT1 inh	STEP inh	LMPTP inh	Rpn11 block	CSN inh	Neddyl block
1	COP(=O)(NS(=O)(=O)c1ccccc1)OC	-1	-13	-1	1	-1	-2	-0.2	i	-2	i
2	CC1([N+](=O)[O-])COP(=O)(NC2CC2)OC1 (centres undefined)	1	-10	0	2	-1	-2	-1.6	i	3	i
3	CCCCn1c(N)c(C(=O)NCCN2CCOCC2)c2nc3ccccc3nc21	4	-9	34	-8	25	4	2.7	i	36*	·
4	NCCc1ccc(O)cc1	-3	-1	6	1	-2	1	-1.7	i	0	i
5	COc1ccc(-c2ccc3c(c2)CN(c2cccc(Cl)c2)Cc2cnnn2-3)cc1	8	·	-5	5	-9	3	2.4	i	21	i
6	Cn1c(C(=O)N2CCC(C(=O)N3CCC4(CC3)OCCO4)CC2)cc2sccc21	4	0	0	6	1	-4	-0.9	i	2	i
7	c1ccc2c(c1)OCC(C1=NCCN1)O2 (centres undefined)	-2	-1	8	-3	2	-2	-2.9	i	-7	i
8	c1ccc(-n2ccnc2)cc1	0	-9	8	1	1	-3	-0.9	i	0	i
9	CC1CC(OC(=O)c2ccccc2)CC(C)N1C (centres undefined)	-1	-7	1	0	2	-2	-1.3	i	-9	i
10	CC(C)CN1Cc2ccccc2-n2nncc2C1	-6	·	-3	0	3	-2	-1.4	i	-1	i
11	CN1OCC2Cn3c(nc4ccccc43)C21 (centres undefined)	-1	-2	-1	6	5	-4	-1.7	i	0	i
12	O=c1c2ccccc2nc(-c2cccs2)n1-c1cnccn1	4	-6	-4	-1	3	2	-0.2	i	1	i
13	Clc1cnc(Oc2ccc(Oc3ncc(Cl)cc3Cl)cc2)c(Cl)c1	8	0	7	-5	2	0	0.9	i	6	i
14	O=C(COc1ccc2ccccc2c1)N1CCN(C2CCN(Cc3ccccc3)CC2)CC1	2	0	-6	-2	-4	11	0.8	i	0	i
15	Cc1[nH]n(-c2ccccc2)c(=O)c1C(c1ccc([N+](=O)[O-])cc1)c1c(C)[nH]n(-c2ccccc2)c1=O	24	-1	16	8	-21	4	13	i	1	i
16	Cc1oc(-c2ccccc2Cl)nc1CN1C(=O)CN=C(c2ccccc2)c2ccccc21	3	-7	12	-1	-7	0	0.9	i	0	i
17	C[C@@H]1COc2cc(N3CCN(C)CC3)ccc2S(=O)(=O)N1	-2	·	-1	·	·	·	-3.8	·	-1	i
18	Cc1ccc(CN2CC3CC(C2)c2cccc(=O)n2C3)cc1 (centres undefined)	-2	-4	-2	1	-1	-2	0.4	i	-5	i
19	CCCCOC(=O)c1ccccc1C(=O)OCCCC	-3	-12	3	1	0	4	1.4	i	-1	i
20	CCCCc1ccc(C(=O)O)nc1	2	-11	-1	-3	2	1	36	i	-1	i
21	Cc1sc2ccccc2c1CC1=NCCN1	-7	-1	-25	-6	4	1	-0.4	i	-2	i
22	CCOC(=O)c1cccc(NC(=O)c2c(O)[nH]c(=O)[nH]c2=O)c1	-7	-4	3	1	-5	2	-2.1	i	-1	i
23	C=C1C(=O)OC2CC3(C)OC3CCC(C)=CC(OC(C)=O)C12 (centres undefined)	-1	-3	7	2	-1	-2	-0.4	i	4	i
24	COC(=O)[C@@H]1N=C(c2ccc(OC)cc2)O[C@]12C(=O)N(Cc1ccc(OC)cc1)c1ccccc12	7	·	1	·	·	·	2.3	·	-3	i
25	Cc1sc2ncn(CC(=O)NCCCC(=O)N3CCC4(CC3)OCCO4)c(=O)c2c1C	2	-2	-1	-1	-5	1	0.3	i	7	i
26	CCc1ccccc1N1C(=O)/C(=C/c2ccc(N3CCN(C)CC3)o2)C(=O)NC1=S	10	-10	-51	-3	44	0	1.6	·	128*	i
27	C[C@]12CCC(=O)C[C@@H]1CC[C@@H]1[C@@H]2CC[C@]2(C)[C@@H](O)CC[C@@H]12	2	-6	5	1	2	0	-0.4	i	-2	i
28	CCC(C(=O)N1CCC2(CC1)OCCO2)n1c2ccccc2c2nc(=O)cc(C)n21 (centres undefined)	-2	12	1	2	-1	-3	-2.2	i	-2	i
29	N#Cc1c(Br)n(C2OC(CO)C(O)C2O)c2ncnc(N)c12 (centres undefined)	0	-8	3	3	-6	-4	-1.9	i	-4	i
30	O=C1NC(=O)N(CCNc2ncc(C(F)(F)F)cc2Cl)C(=O)C1/C=N/OCc1c(F)cccc1Cl (centres undefined)	14	4	6	0	-4	2	0.3	i	4	i
31	CC1(C)CC[C@]2(C)CC[C@]3(C)C4C[C@@H]5OO[C@@]6(O5)C(CCCC6(C)C)[C@]4(C)CC[C@@]3(C)C2C1 (some centres undefined)	14	-4	6	2	1	1	2.5	i	-5	i
32	CN1Cc2cnnn2-c2ccccc2C1C#N (centres undefined)	5	8	1	1	1	4	-2.0	i	-1	i
33	N=c1c[n+](C2CCCCC2)[n-]o1	-2	-3	-5	-1	0	-5	-1.4	i	-4	i
34	C[C@]12C[C@@H](O)[C@H](O)CC1=CCC1C2CC[C@]2(C)C(=O)CCC12 (some centres undefined)	-2	-15	1	2	2	-2	-0.5	i	6	i
35	O=C(N=Nc1c(O)[nH]c(=O)[nH]c1=O)C1COc2cc3ccccc3cc2O1 (centres undefined)	5	19	-7	8	3	4	2.4	i	6	i
36	COC(=O)C1=C(c2ccc(OC(F)(F)F)cc2)C[C@@H]2CC[C@H]1N2C(=O)NCCOc1ccccc1Cl	-12	-18	2	0	10	3	1.9	i	-4	i
37	CC1=CC2OC3CC4OC(=O)C=CC=CC(C(C)O)OCC(O)C(C)CC(=O)OCC2(CC1O)C4(C)C31CO1 (centres undefined)	0	-5	-5	-1	-1	-1	-1.2	i	0	i
38	O=P(Oc1ccc(-c2ccccc2)cc1)(N1CC1)N1CC1	-3	-3	7	1	2	3	-1.2	i	-2	i
39	Cc1ccc(N=C(N(C)C)P(=O)(N(C)C)N(C)C)cc1	1	-1	1	0	-1	-1	-0.3	i	-7	i
40	O=C(O)c1ccccc1-c1ccc(C=C2C(=O)N(c3ccccc3)C(=S)N(c3ccccc3)C2=O)o1	12	58*	24	2	28	4	3.8	i	9	i
41	O=C1NC(=O)C(CCc2ccncc2)(Cc2ccc3c(c2)OCO3)C(=O)N1CCc1ccccc1 (centres undefined)	2	0	-2	4	0	0	1.2	i	-1	i
42	Fc1ccc(CN2CCN(c3ccc(Cl)cc3)CC2)cc1	-3	-4	-2	3	4	1	-0.3	i	0	i
43	CN1C(=O)C(=Cc2cn(CC(=O)N3CCCCC3)c3ccccc23)C(=O)N(C)C1=O	3	-9	-16	2	2	-1	0.7	i	6	i
44	CCCCCCCn1c(=O)c(C(=O)Nc2cnccn2)c(O)c2ccccc21	4	-7	-18	3	4	6	-0.9	i	-2	i
45	CCCc1[nH]nc2c1C1(C(=O)N(Cc3ccccc3)c3ccccc31)C(C(=O)OC)=C(N)O2 (centres undefined)	3	-4	3	-2	-9	2	0.4	i	-3	i
46	C#CC1(OC(=O)c2ccccc2)CC(C)N(C)CC1C (centres undefined)	3	-4	-3	-2	1	-1	-1.1	i	3	i
47	COc1ccc(OCC(=O)Nc2ccc(Cl)cc2C(=O)c2ccccc2)cc1	-7	-9	-3	2	1	-1	-0.5	i	-4	i
48	CN(C)S(=O)(=O)c1cc(NC(=O)COC(=O)Cc2ccccc2)ccc1Cl	-5	0	6	0	1	-2	-0.7	i	-6	i
49	CC(C)N1CCN(c2ccc(O)cc2)CC1	-2	-5	-6	-3	-5	2	8.9	i	-10	i
50	CCC(=O)N1CC(=O)Nc2ccc(Br)cc2C1c1ccccc1 (centres undefined)	0	5	-1	-2	2	0	-0.9	i	2	i

Additional structures follow:
No.	canonical_smiles	NadD inh	Scp-1 inhibitor	SUMO1 PPI mod	Rin1 Abl inh	DNMT1 inh	STEP inh	LMPTP inh	Rpn11 block	CSN inh	Neddyl block
51	O=c1[nH]c(=S)n(Cc2ccc(F)cc2)c(O)c1/C=N/N1CCCCC1	-2	-6	4	-2	-3	-2	-0.5	i	-14	i
52	COc1nc2ccccc2c(=O)n1-c1ccc(Cl)cc1	2	-7	0	0	15	-1	-1.3	i	-1	i
53	Cc1ccc(NC(=O)c2cn(CCC#N)nc2-c2ccc3c(c2)OCCO3)c([N+](=O)[O-])c1	-9	-15	-22	0	0	1	-0.1	i	-2	i
54	CCOC(=O)[C@]12Cc3cc(OC)ccc3[C@H]1N(C(C)C)C(=O)c1cc(OC)ccc12	0	·	7	·	·	·	1.1	·	0	i

Some of these compounds in order of SMILES length, ascending:
No.	canonical_smiles	NadD inh	Scp-1 inhibitor	SUMO1 PPI mod	Rin1 Abl inh	DNMT1 inh	STEP inh	LMPTP inh	Rpn11 block	CSN inh	Neddyl block
49	CC(C)N1CCN(c2ccc(O)cc2)CC1	-2	-5	-6	-3	-5	2	8.9	i	-10	i
52	COc1nc2ccccc2c(=O)n1-c1ccc(Cl)cc1	2	-7	0	0	15	-1	-1.3	i	-1	i
42	Fc1ccc(CN2CCN(c3ccc(Cl)cc3)CC2)cc1	-3	-4	-2	3	4	1	-0.3	i	0	i
50	CCC(=O)N1CC(=O)Nc2ccc(Br)cc2C1c1ccccc1 (centres undefined)	0	5	-1	-2	2	0	-0.9	i	2	i
44	CCCCCCCn1c(=O)c(C(=O)Nc2cnccn2)c(O)c2ccccc21	4	-7	-18	3	4	6	-0.9	i	-2	i
47	COc1ccc(OCC(=O)Nc2ccc(Cl)cc2C(=O)c2ccccc2)cc1	-7	-9	-3	2	1	-1	-0.5	i	-4	i
48	CN(C)S(=O)(=O)c1cc(NC(=O)COC(=O)Cc2ccccc2)ccc1Cl	-5	0	6	0	1	-2	-0.7	i	-6	i
43	CN1C(=O)C(=Cc2cn(CC(=O)N3CCCCC3)c3ccccc23)C(=O)N(C)C1=O	3	-9	-16	2	2	-1	0.7	i	6	i
41	O=C1NC(=O)C(CCc2ccncc2)(Cc2ccc3c(c2)OCO3)C(=O)N1CCc1ccccc1 (centres undefined)	2	0	-2	4	0	0	1.2	i	-1	i
45	CCCc1[nH]nc2c1C1(C(=O)N(Cc3ccccc3)c3ccccc31)C(C(=O)OC)=C(N)O2 (centres undefined)	3	-4	3	-2	-9	2	0.4	i	-3	i
53	Cc1ccc(NC(=O)c2cn(CCC#N)nc2-c2ccc3c(c2)OCCO3)c([N+](=O)[O-])c1	-9	-15	-22	0	0	1	-0.1	i	-2	i
